Screening data (PubChem)
N370S GC = inhibits or activates N370S mutant glucocerebrosidase; P04062; N370S GC spleen homogenate, 4MU-glucoside fluorescence; Potency, µM (titrated, usually from 59.4 µM), for inactives: at the top dose activity change, negative = inhibition, usual class: inhibitors; 0.092% of 330,000 active; AID 2101;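 note: 0% = full enzyme activity and -100% = no enzyme basal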
TDP1 block = blocks human tyrosyl-DNA phosphodiesterase 1; Q9NUW8; recombinant TDP1, AlphaScreen DNA substrate cleavage; Potency, µM (titrated, usually from 130 µM), for the others: top-dose activity change, negative = inhibition, most hits filed as inhibitors; 0.28% of 350,000 active; AID 485290; note: nearly all actives have a fitted effect of over 40% in size
Target sequence (Q9NUW8 whole entry, looked up): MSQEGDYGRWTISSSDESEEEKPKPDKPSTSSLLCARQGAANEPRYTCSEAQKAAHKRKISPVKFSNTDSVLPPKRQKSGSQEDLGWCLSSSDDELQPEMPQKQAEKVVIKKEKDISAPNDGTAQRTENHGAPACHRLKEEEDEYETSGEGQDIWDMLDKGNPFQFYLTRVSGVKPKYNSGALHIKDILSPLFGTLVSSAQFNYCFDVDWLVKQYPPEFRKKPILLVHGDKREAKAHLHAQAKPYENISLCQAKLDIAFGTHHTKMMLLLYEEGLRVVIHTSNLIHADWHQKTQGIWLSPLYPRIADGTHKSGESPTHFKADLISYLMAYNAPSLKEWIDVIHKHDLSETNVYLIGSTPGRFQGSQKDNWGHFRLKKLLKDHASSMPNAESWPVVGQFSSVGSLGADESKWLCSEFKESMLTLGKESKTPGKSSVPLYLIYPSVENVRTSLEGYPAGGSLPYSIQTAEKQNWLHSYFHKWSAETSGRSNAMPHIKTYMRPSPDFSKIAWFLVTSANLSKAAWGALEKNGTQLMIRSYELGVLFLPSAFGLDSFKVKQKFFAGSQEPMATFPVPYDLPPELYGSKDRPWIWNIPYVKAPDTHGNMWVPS
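Compounds were preincubated with Tdp1 (1 nM final) for 15 min at room temperature before substrate (15 nM final) started a 5 min reaction; beads (10 ug/ml final) were then added for 10 min before AlphaScreen detection.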
FEN1 inh = human FEN1 inhibition. P39748. 0.35% of 390,000 active. Potency, µM (doses to about 114 µM), for inactives: at the top dose activity change, negative = inhibition, actives largely listed as inhibitors. Recombinant FEN1 flap cleavage, fluorescence, 15 min; note: nearly all actives have a fitted effect of over 65% in size
Target sequence (P39748 whole entry, looked up): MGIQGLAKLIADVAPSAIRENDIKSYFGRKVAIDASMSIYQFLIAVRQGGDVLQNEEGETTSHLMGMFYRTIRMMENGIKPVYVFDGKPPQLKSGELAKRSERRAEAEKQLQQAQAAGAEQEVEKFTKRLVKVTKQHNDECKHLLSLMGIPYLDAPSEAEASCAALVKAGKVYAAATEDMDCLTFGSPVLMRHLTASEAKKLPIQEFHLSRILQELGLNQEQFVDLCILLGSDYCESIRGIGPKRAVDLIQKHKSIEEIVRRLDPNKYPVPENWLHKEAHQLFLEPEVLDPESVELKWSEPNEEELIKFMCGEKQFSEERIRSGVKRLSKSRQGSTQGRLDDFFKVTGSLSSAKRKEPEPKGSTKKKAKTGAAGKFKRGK
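FEN1 at 10 nM, compound pretreatment for 15 min (room temperature), 50 nM final substrate to initiate; endpoint reads at 0 and 15 min; DMSO-only plates used as vehicle background.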
Numbers without * were called inactive; ? = inconclusive; . = no result given; & = joins results of further samples; [ ] = another dose, or the depositor's remark. Calls come from the whole dose curve; as a rule, active = well fitted curve in the direction sought with a large enough effect; inconclusive = small, poorly fitted or top-dose-only effect, or another doubt; inactive = no such curve, though single readings can be large; an effect the other way counts as inactive or inconclusive. Unless noted, % is set by controls: 0 for no effect and ±100 for the full control effect; potency is the fitted concentration of half-maximal effect.

cpd	SMILES	N370S GC	TDP1 block	FEN1 inh
1	CCOCCCNC(=O)c1cn(C)c(=O)c2cc(OC)c(OC)cc12	4.2%	7.4%	-2.8%
2	O=C(O)COc1ccccc1C1C2C(=O)N(c3ccc(F)cc3)C(=O)C2ON1c1ccccc1 (stereo not given)	-2.8%	-2.2%	-3.6%
3	Cc1cc(C)cc(OCC(=O)N(Cc2cccs2)c2ccc(Cl)cc2)c1	.	-3.6%	-16.5%
4	CC(Oc1ccccc1F)C(=O)Nc1ccc2ccccc2c1 (stereo not given)	5.5%	1.3%[56.1 µM]	?
5	Cc1ccc(OCC(O)Cn2c(=N)n(CCN3CCOCC3)c3ccccc32)cc1 (stereo not given)	-13.2%	4.8%	11.2%
6	COc1ccc(OC)c(N(CC(=O)N2CCCC2)S(C)(=O)=O)c1	-3.5%	.	6.1%
7	COc1ccccc1N(Cc1cc(=O)[nH]c2ccccc12)C(=O)C(C)C	5.6%	.	-14.7%
8	COc1ccccc1C(=O)NC1=NC(c2ccc(Br)cc2)CC(=O)N1 (stereo not given)	.	0.0%	-5.7%
9	O=C1NC(=Nc2ccccc2)S/C1=C/c1cccnc1	10.4%	-9.6%	6.8%
10	Cc1ccc(CCNC(=O)C2CC(=O)N(CCc3ccccc3)C2)cc1 (stereo not given)	-0.2%	0.6%&5.2%	-1.1%&18.3%
11	COc1ccc(CNC(=O)c2cc(Nc3ccccc3C)nc3ccccc23)cc1	.	-9.3%	2.5%
12	CC[n+]1ccc(C(=O)NCc2ccccc2)cc1	3.6%	8.8%	-14.5%
13	O=C(CCC1CCCN(Cc2ccc(O)c(Cl)c2)C1)NCc1ccccc1F (stereo not given)	3.6%	6.0%	4.8%
14	O=C(Cc1ccc2c(c1)OCO2)NN=Cc1ccc([N+](=O)[O-])o1	.	0.4%	0.1%
15	CCCCCC(O)(CCN1CCCCC1)c1ccccc1 (stereo not given)	-8.8%	.	-14.5%

Next compounds follow:
cpd	SMILES	N370S GC	TDP1 block	FEN1 inh
16	Nc1cc([N+](=O)[O-])ccc1N1C(=O)CCCC1=O	-13.9%	20µM*	-0.2%
17	Cc1ccc(-n2c(SCC(=O)N3c4ccccc4Sc4ccccc43)nnc2-c2ccncc2)cc1	-2.4%	0.0%	-3.4%
18	COc1ccccc1-c1nc(=S)c(C(C)=O)c(C)[nH]1	-0.1%	1.2%	-0.2%
19	COc1ccccc1OC(C)C(=O)Nc1c(C(=O)c2ccc(Cl)cc2)oc2ccccc12 (stereo not given)	.	-2.1%	-1.2%
20	O=C(CCn1c(=O)sc2ccccc21)Nc1ccon1	2.8%	1.7%	-14.2%
21	O=C(c1ccc(Cn2cc([N+](=O)[O-])cn2)o1)N1N=C(C(F)F)CC1(O)C(F)F (stereo not given)	11.8%	3.8%	6.5%
22	CCc1nonc1NC(=O)c1oc2ccccc2c1C	-2.2%	5.1%&7.0%	-3.6%&6.3%
23	COc1ccc(CNC(=O)c2ccc3c(c2)CCN3S(=O)(=O)c2ccccc2)cc1	.	2.3%	10.0%
24	CCOc1cc(/C=N/NC(=O)C(=O)NCC2CCCO2)ccc1OCC(=O)N1CCOCC1 (stereo not given)	-5.6%	.	8.9%
25	CC(=O)N1CCc2cc(Br)cc(S(=O)(=O)NCc3ccc(Cl)cc3)c21	5.8%	3.8%	-7.9%
26	Oc1cccc(/C=N/Nc2cc(N3CCCC3)nc(N3CCCC3)n2)c1	-18.3%	8.2%	-20.0%
27	CC1=NNC(=O)/C1=C\c1cn(-c2ccccc2)nc1-c1ccccc1	5.1%	0.0%	-22.1%
28	CCCC(=O)NC(c1ccc(OCC)cc1)c1ccc(OC)c(OC)c1 (stereo not given)	-18.7%	.	-3.1%
29	O=C(CSc1cn(CCNC(=O)c2cccs2)c2ccccc12)NCC1CCCO1 (stereo not given)	16.7%	2.1%	1.8%
30	COc1ccc(OC)c(/C=C/C(=O)Nc2ccc3c(c2)CCC3)c1	25.3%	7.9%	-12.1%

Continued:
cpd	SMILES	N370S GC	TDP1 block	FEN1 inh
31	CCC1CCCCN1C(=O)CSc1nnc(-c2c[nH]c3ccccc23)o1 (stereo not given)	18.0%	8.1%	-1.0%
32	COc1cccc(N2CC(C(=O)Nc3nnc(SCC(=O)Nc4cc(C)on4)s3)CC2=O)c1 (stereo not given)	-3.0%	0.0%	1.4%
33	C=CCNC(=O)/C(C#N)=C/c1ccccc1OCc1ccc(C(=O)OC)cc1	-7.2%	0.6%	9.1%
34	Cc1noc(C)c1COC(=O)c1cc(C)n(-c2ccccc2)c1C	-1.5%	11.4%	-25.5%
35	COc1ccccc1C(=O)Nc1ccc(S(=O)(=O)Nc2cc(C)nc(C)n2)cc1	1.5%	0.0%	3.4%
36	CN1C(=O)C(O)(CC(=O)/C=C\c2ccc3c(c2)OCO3)c2ccccc21 (stereo not given)	-6.0%	7.1%	-0.8%
37	CCSc1nnc(NC(=O)c2nc(-c3ccccc3)n(-c3ccccc3)n2)s1	12.7%	11.0%	5.0%
38	CC1CC1C(=O)OCC(=O)Nc1cccc(S(=O)(=O)NC2=NCCCCC2)c1 (stereo not given)	-7.7%	.	-3.9%
39	O=C(NCCc1ccccc1)c1cc(-c2ccco2)on1	10.6%	-10.8%[56.1 µM]	-1.1%
40	COc1ccccc1CN=Cc1[nH]c2ccc(Br)c(Cl)c2c1O	5.5%	2.8%	11.6%
41	CC(C)SCc1cc(N2CCCC2)nc(-c2ccccc2)n1	0.6%	-2.9%	-3.3%
42	COCCn1c(=NC(=O)c2cccs2)sc2cc(NC(C)=O)ccc21	1.2%	0.0%	-10.2%
43	Cc1nc(=S)n(-c2ccccc2)[nH]1	1.7%	4.1%	7.6%
44	Cc1cc(C)cc(NC(=O)CCNS(=O)(=O)c2ccc3c(c2)oc(=O)n3C)c1	3.0%	4.9%	-15.9%
45	COc1ccc(C(=O)c2c3ccccc3[n+]([O-])n2CCCN)cc1	-10.2%	3.5%	-6.3%&8.3%

Later entries
cpd	SMILES	N370S GC	TDP1 block	FEN1 inh
46	CN(C)N1C(N)=C(C#N)C(c2ccccc2Cl)C2=C1CCCC2=O (stereo not given)	9.5%	.	4.4%
47	O=C(NCCN1CCCC1)c1ccc(Cl)cc1Cl	-4.7%	2.1%	5.3%
48	CCOC(=O)C(C)n1cnc2scc(-c3ccc(C)c(C)c3)c2c1=O (stereo not given)	-0.9%	.	-4.5%
49	CCCCNC(=O)CSc1nc2ccccc2nc1Cc1ccccc1	.	0.0%	14.5%
50	CCN(CC)C(=O)CSc1nnc(-c2cccnc2)n1CCc1ccccc1	1.1%	2.1%	-1.7%
51	O=[N+]([O-])c1ccc(/C=N/n2c(-c3cccnc3)n[nH]c2=S)cc1	14.0%	-2.7%	-5.3%
52	COc1ccccc1-c1nnc(C2CCN(S(=O)(=O)c3ccccc3)CC2)o1	.	6.4%	20.1%
53	CC(=O)OC1CC2C(C)(C)C(O)CC[C@@]2(C)C2CC[C@@]3(C)C(c4ccoc4)OC(=O)C4O[C@@]43[C@]12C (stereo not given in full)	-3.0%	18.8%[56.1 µM]	.
54	O=c1c(Cl)c(NCc2ccccc2Cl)cnn1C12CC3CC(CC(C3)C1)C2	22.1%	3.4%	?
55	CC(c1nc2ccccc2c(=O)[nH]1)N1CCOCC1 (stereo not given)	-9.4%	5.5%	-15.2%
56	COCCn1c(SCC#N)nnc1-c1ccccc1	-8.5%	5.8%	7.2%
57	CCCCC#Cc1cncc(C(=O)NN)c1	1.9%	3.7%	-17.8%
58	CN(Cc1ccco1)C(=O)C1CCC(=O)N(CCc2cccc(F)c2)C1 (stereo not given)	-1.8%	2.5%	18.9%
59	Cc1ccc(CNc2nc(C)cs2)cc1	-12.6%	12.1%	2.5%
60	O=C(COc1ccc(Br)cc1)N(Cc1ccccc1)c1ccccn1	?	0.0%	-17.4%

New compounds follow
cpd	SMILES	N370S GC	TDP1 block	FEN1 inh
61	CC1CCC(NC(=O)CCS(=O)(=O)c2ccc3c(c2)NC(=O)C(C)S3)CC1 (stereo not given)	?	1.1%	10.1%
62	COc1cccc(-c2sc3ccc(OC)cc3c2-c2ccc(OCCN(C)C)cc2)c1	.	11.2%	-1.1%
63	Cc1nn(CC(=O)N2CCC(C)CC2)c(=O)c2nn(-c3ccccc3)c(C)c12	-15.3%	6.2%	23.2%
64	CC(OC(=O)c1cccs1)C(=O)NCc1ccccc1 (stereo not given)	7.6%	1.9%	-10.2%
65	CN(CC(=O)Nc1ccc2c(c1)OCCO2)CC(=O)Nc1ccc(F)c(F)c1F	.	1.2%	-1.9%
66	CCOC(=O)CNC(=O)/C=C/c1ccc2c(c1)OCO2	-2.3%	-3.6%	-2.3%
67	Cc1ccc2cc3c(nc2c1)N(Cc1ccco1)CC3	13.2%	7.2%	-11.2%
68	COc1cccc(N=Nc2c(C)[nH]n(-c3ccccc3)c2=O)c1	2.8%	.	-8.1%
69	Cn1cnc([N+](=O)[O-])c1Sc1ccc(Br)cc1	-5.2%	-2.6%	-11.5%
70	O=C(CSc1ncnc2c1cnn2-c1cccc(Cl)c1)NCC1CCCO1 (stereo not given)	-10.6%	2.7%	7.8%
71	COc1ccc(C)cc1NC(=O)N1CCCc2ccccc21	-0.7%	.	4.0%
72	O=C1Nc2ccc(Br)cc2C1(O)Cc1ccncc1 (stereo not given)	24.2%	-2.3%	7.8%
73	O=C(CCS(=O)(=O)c1cc(Br)cc2c1N(C(=O)C1CC1)CC2)NCC1CCCO1 (stereo not given)	2.9%	0.0%	-2.0%
74	CCO[C@H]1OC(C(=O)N2CCN(Cc3ccc4c(c3)OCO4)CC2)=C[C@@H](C(C)(C)C)[C@@H]1CCCO	-23.9%	2.6%	-5.9%
75	COc1ccccc1N1CC(C(=O)OCC(=O)Nc2c(C)cccc2C)CC1=O (stereo not given)	-2.2%	1.2%	-3.8%

Remaining list, next part
cpd	SMILES	N370S GC	TDP1 block	FEN1 inh
76	Cc1ccc(CCN2CC(C(=O)NCCCOC(C)C)CC2=O)cc1 (stereo not given)	-0.2%	2.2%	-0.5%
77	CCCCn1c(SCC(=O)c2ccc(OC)cc2OC)nc2cc(S(N)(=O)=O)ccc21	-7.8%	2.0%	-11.2%
78	COc1c2ccoc2nc2c(OC)c(OC[C@H](O)C(C)(C)O)ccc12	5.4%[21.6 µM]	16.9%[21 µM]	.
79	CN(c1ccccc1C(=O)Nc1ccc(CC#N)cc1)S(=O)(=O)c1ccccc1	0.2%	.	-5.9%
80	C[C@H](CO)N1C[C@H](C)[C@@H](CN(C)Cc2ccncc2)Oc2ccc(NC(=O)CCCCCC(=O)Nc3ccccc3N)cc2C1=O	.	4.8%	11.7%
81	COc1ccc(S(=O)(=O)N2CCCC(C(=O)N3CCCCCC3)C2)cc1 (stereo not given)	3.8%	3.4%	-1.6%
82	COc1ccc(C(=O)NCC(c2ccco2)N2CCCC2)cc1S(=O)(=O)N1CCCCC1C (stereo not given)	.	0.4%	14.8%
83	CCOP(=O)(c1ccc(N(C)C)cc1)C(O)c1ccncc1 (stereo not given)	4.1%	-2.4%	-16.8%
84	Cc1ccc(S(=O)(=O)Nc2ccccc2N(C)S(=O)(=O)c2ccc(C)cc2)cc1	-8.9%	-0.8%	-2.0%
85	Cc1cccc(OCC(=O)O/N=C(\N)c2ccccn2)c1	-2.3%	0.0%	4.1%
86	Cc1ccc(CNC(=O)c2ccc3c(O)c(S(=O)(=O)c4ccc(Cl)cc4)c(=O)[nH]c3c2)cc1	.	-2.6%	1.6%
87	Cc1cc(=O)oc2cc(OCC(=O)N3CCc4ccccc4C3)ccc12	6.6%	-2.0%	-8.0%
88	OCC[n+]1ccc(/C=C/c2c[nH]c3ccccc23)cc1	9.1%	0.0%	?
89	CCOc1ccccc1NC(=O)C1CCCN(c2c(CC)c(C)nc3ncnn23)C1 (stereo not given)	0.2%	.	-12.6%
90	C(=Nc1cccc2c(N=Cc3ccco3)cccc12)c1ccco1	-6.7%	11.6%	-8.4%

In a second layout: 2 of the compounds above
Each structure is followed by: N370S GC	TDP1 block	FEN1 inh
75) COc1ccccc1N1CC(C(=O)OCC(=O)Nc2c(C)cccc2C)CC1=O (stereo not given)
 : -2.2%	1.2%	-3.8%
76) Cc1ccc(CCN2CC(C(=O)NCCCOC(C)C)CC2=O)cc1 (stereo not given)
 : -0.2%	2.2%	-0.5%

Additional structures
cpd	SMILES	N370S GC	TDP1 block	FEN1 inh
91	CN(C)c1ccc(P(=O)(OCc2ccccc2)C(O)c2cccnc2)cc1 (stereo not given)	-28.6%	-4.2%	5.9%
92	Cc1ccc(C)c(S(=O)(=O)N2CCCOC2CNC(=O)C(=O)NCc2ccco2)c1 (stereo not given)	1.6%	4.2%	-3.9%
93	CCCCn1c(=NC(=O)c2ccc3c(c2)OCO3)c(C#N)cc2c(=O)n3cccc(C)c3nc21	9.9%	-2.9%	3.5%
94	Cc1sc2nc(-c3cccs3)nc(N3CCCN(C)CC3)c2c1C	?	6.2%	.
95	COc1ccc(NC(=O)CS(=O)c2ccc(Br)cc2)cc1 (stereo not given)	-13.6%	1.3%	-6.0%
96	Cn1ncc2c(Nc3ccccc3Br)ncnc21	9.1%	5.7%	-8.7%
